Screening results (PubChem BioAssay)
TDP2 absorb – blocks human TDP2 phosphodiesterase activity; inhibition, % at 12.8 µM; recombinant TDP2, T5PNP hydrolysis, p-nitrophenol absorbance 415 nm; 370,000 compounds, 0.34% hits; O95551;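 active = inhibition above the mean of all tested compounds plus 3 SD, set per campaign, cut at about 25% in these data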;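 note: 0% = DMSO with enzyme and 100% = buffer with substrate but no TDP2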
Target sequence (O95551 whole entry, looked up): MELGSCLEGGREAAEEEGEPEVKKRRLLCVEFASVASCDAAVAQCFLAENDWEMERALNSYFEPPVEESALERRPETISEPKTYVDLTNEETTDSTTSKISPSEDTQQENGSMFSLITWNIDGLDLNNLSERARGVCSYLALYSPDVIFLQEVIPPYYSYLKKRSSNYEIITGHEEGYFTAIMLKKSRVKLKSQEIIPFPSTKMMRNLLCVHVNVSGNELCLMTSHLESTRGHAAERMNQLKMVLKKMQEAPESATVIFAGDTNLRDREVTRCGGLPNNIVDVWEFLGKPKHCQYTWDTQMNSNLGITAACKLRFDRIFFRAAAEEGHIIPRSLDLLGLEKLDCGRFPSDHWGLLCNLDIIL
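Assay system: Recombinant human TDP2 | Quantity: 120 nM TDP2 per well | Incubation: 2 h at 37 °C | Signal: Epi absorbance | Evaluation: Percent inhibition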
PG9 binder – PG9 antibody binding by small molecule; TR-FRET gp120-PG9 antibody binding; inhibition, % at 6.7 µM; 360,000 compounds, 0.43% hits; AID 624416; in the data active = inhibition above about 8.5%
TCR CD3 inh – inhibitors of human TCR-CD3 interaction. 360,000 compounds, 0.37% hits. inhibition, % at 9.4 µM. AID 651800. TAMRA-labeled TCR probe fluorescence, biochemical; in the data active = inhibition above about 19%;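 note: recombinant mutant TCR 2C K166C tagged with TAMRA read by polarization; 0% = receptor in buffer alone and 100% = receptor with positive control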
NR1D1 modulator – modulates human Rev-erb alpha binding to DNA. P20393. Rev-erbα–FITC-DNA binding, fluorescence polarization, 90 min. activity, % at 10 µM. 370,000 compounds, 0.79% hits. AID 1259318;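 active = activity above about 14%, limit read from the data; passing the limit was not always enough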;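 note: 0% = DMSO wells with 35 nM protein and 100% = DMSO wells with 750 nM protein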
LEDGF integ inh – blocks HIV-1 LEDGF/p75-dependent DNA integration; TR-FRET IN-LEDGF/p75 DNA integration, Eu/Cy5; inhibition, % at 3.7 µM; 370,000 compounds, 0.64% hits; AID 743269;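 active = inhibition above the screen-wide mean plus 3 SD, cut at about 13% in these data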;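 note: signal is the Cy5 over europium emission ratio at 671 and 618 nm; 0% = plate median of compound wells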
SIAE primary – inhibitors of human sialic acid acetylesterase SIAE; SIAE FP-Rh probe binding, fluorescence polarization; 370,000 compounds, 0.69% hits; inhibition, % at 9.66 µM;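 active = inhibition above a cutoff: mean of compounds within the control limits plus 3 SD of those, cut at about 17% in these data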;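 note: 0% = plate median of compound wells and 100% = probe without SIAE protein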
Target sequence (Q9HAT2 whole entry, looked up): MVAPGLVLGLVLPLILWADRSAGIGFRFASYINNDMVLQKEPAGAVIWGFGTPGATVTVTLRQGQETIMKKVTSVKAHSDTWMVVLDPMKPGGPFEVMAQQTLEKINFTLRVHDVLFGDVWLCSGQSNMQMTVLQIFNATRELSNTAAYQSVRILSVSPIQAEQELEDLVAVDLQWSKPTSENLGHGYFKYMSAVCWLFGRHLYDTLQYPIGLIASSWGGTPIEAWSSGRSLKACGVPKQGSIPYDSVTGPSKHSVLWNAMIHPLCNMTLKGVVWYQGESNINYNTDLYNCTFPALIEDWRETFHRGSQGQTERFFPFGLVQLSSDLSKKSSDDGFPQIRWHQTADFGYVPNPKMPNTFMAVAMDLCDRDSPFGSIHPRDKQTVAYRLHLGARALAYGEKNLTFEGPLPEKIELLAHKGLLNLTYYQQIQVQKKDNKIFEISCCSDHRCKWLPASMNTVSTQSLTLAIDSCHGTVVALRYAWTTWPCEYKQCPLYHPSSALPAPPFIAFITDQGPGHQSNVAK
PRMT1 FP inh – blocks human protein arginine methyltransferase 1. Q99873. recombinant PRMT1, activity-based probe fluorescence polarization. inhibition, % at 2.79 µM. 370,000 compounds, 1.3% hits;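 active = inhibition above about 21% made by adding two undisclosed values, limit read from the data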
HTRA1 inh – inhibitors of human serine peptidase HTRA1 | Q92743 | recombinant HTRA1, FP-rhodamine activity-based probe, fluorescence polarization | inhibition, % at 5.96 µM | 340,000 compounds, 0.5% hits; in the data active = inhibition above about 36%;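 note: 0% = enzyme with DMSO and 100% = wells lacking enzyme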
rCAG binder – r(CAG) repeat RNA binding. inhibition, % at 3 µM. TO-PRO-1 dye displacement fluorescence. 370,000 compounds, 1.3% hits;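 active = inhibition above the plate cutoff, the mean of all test compounds on that plate plus 3 SD, cut at about 35% in these data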;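 note: 0% = DMSO alone and 100% = 100 µM mitoxantrone as full dye displacement; higher means more dye released from RNA so lower well fluorescence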
ABHD4 inh – inhibitors of mouse ABHD4 | 370,000 compounds, 0.54% hits | inhibition, % at 8.92 µM | purified mABHD4, FP-Rh probe fluorescence polarization | Q8VD66 | AID 720543;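 active = inhibition exceeding the mean over every tested compound plus 3 SD, cut at about 30% in these data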;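 note: 0% = plate median of compound wells and 100% = S159A mutant with DMSO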
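Assay system: wild-type mouse ABHD4 protein; compound: single nominal dose of 8.92 µM, 0.89% DMSO final; schedule: 45 min + 60 min at 25 °C; measured by: FP readout, ex 525 nm / em 598 nm; evaluation: % inhibition of FP-Rh probe binding versus controls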
* hit, by the source's call; . = not tested or not shown; & = joins results of further samples. Not all compounds are listed; rates above refer to the full screens.

SMILES	TDP2 absorb	PG9 binder	TCR CD3 inh	NR1D1 modulator	LEDGF integ inh	SIAE primary	PRMT1 FP inh	HTRA1 inh	rCAG binder	ABHD4 inh
CC(C)N1CCN(Cc2cc3c(cc2Cl)OCO3)CC1CCO (stereo not given)	2	0.5	0	-3	3	2	-9	-4	-3	-3
O=C(Nc1nccs1)c1c(O)c2c(n(Cc3ccco3)c1=O)CCCC2	8	-0.2	-2	-2	0	-4	1	-2	2	-2
CCOC(=O)C1=C(C)c2ccccc2OC1(C(=O)OCC)c1ccccc1 (stereo not given)	-1	0.4	1	-2	-2	0	-2	-7	3	2
CCN(CC)C1=NC(=[N+](CC)CC)c2ccccc21	-10	-0.2	7	-2	1	-2	0	-2	2	2
O=CC(Cl)P(=O)(N1CCOCC1)N1CCOCC1 (stereo not given)	5	-0.1	0	-1	-3	3	4	10	-2	5
C[C@]12CCCCC1=CC(=O)C1C2CC[C@@]2(C)C1C[C@@H](F)[C@@H]2O (stereo not given in full)	1	0.3	0	5	0	1	-1	-1	2	2
Clc1ccc(C[n+]2c(-c3ccccc3)cc(-c3ccccc3)cc2-c2ccccc2)cc1	2	-1.6	-4	5	-1	6	1	-16	9	9
COc1ccccc1N=Nc1c(O)[nH]c(=S)[nH]c1=O	-15	-18	-1	28*	-4	-8	-3	-5	-12	-11
CSc1ncc(Cl)c(C(=O)O)n1	7	-0.1	7	-5	0	2	-1	8	2	11
CCOc1ccc(-n2c(O)c(C=Nc3ccc(NC(C)=O)cc3)c(=O)[nH]c2=O)cc1	5	-3.4	2	-8	0	-3	-4	-1	-1	1
Clc1ccc([C@H]2CC3CCC2N3)cn1 (stereo not given in full)	-9&-2	-0.4&1.1	-5&-11	0&8	-2&-1	-6&-1	9&-5	.	0&4	-5&4
CCCC(=O)NC(Oc1ccc(Cl)cc1Cl)C(Cl)(Cl)Cl (stereo not given)	3	-0.1	-10	-2	0	0	1	7	-6	4
COC(=O)C1=C(c2ccc(OCc3ccccc3)cc2)C[C@@H]2CC[C@H]1N2C(=O)NCc1ccc(C(C)(C)C)cc1	-5	1.8	-1	5	3	-3	-1	-32	9	33*
Cc1cc(OCC(=O)N[C@@H](Cc2ccccc2)C(=O)O)c2c3c(c(=O)oc2c1)CCC3	-4	-1.6	-3	-3	-4	5	7	-6	27	1
Cn1c(O)c(C=NC2CCN(Cc3ccccc3)CC2)c(=O)n(C)c1=O	13	-0.4	6	0	2	1	-3	-2	-8	3
COc1ccccc1CN1CCCC(C(=O)c2ccccc2OC)C1 (stereo not given)	2	-0.3	0	-1	-1	-1	-3	-3	-8	-2
CCOC(=O)[C@]12Cc3cc(OC)ccc3[C@H]1N(CCC(=O)OC)C(=O)c1cc(OC)ccc12	6	-0.2	1	7	0	-1	-3	.	1	-4
CC(C)CN1Cc2cc(N3CCCCC3)ccc2-n2nncc2C1	-3	-1.3	-1	0	3	-3	-1	.	7	0
CC1CC2C(C(O)CC3(C)C(O)CCC23)C2(C)CCC(=O)C=C12 (stereo not given)	3	-4.1	4	2	-4	-1	3	2	-1	1
COc1ccccc1-n1c(-c2ccccc2)nc2ccccc2c1=O	-7	0.4	5	8	-3	-6	0	7	-9	0
COC(=O)C1=C(c2ccccc2)C[C@@H]2CC[C@H]1N2C(=O)NCc1cccc2ccccc12	3	2.2	-5	-3	-1	0	-2	-15	2	7
C[C@]12CCC3C(CC[C@H]4C[C@H](O)CC[C@]34C)C1CC(=O)[C@@H]2O (stereo not given in full)	7	-0.1	-2	-2	4	-6	-8	6	-2	-3
CC(C)[C@H]1CC2C3CC=C4C[C@@H](O)CC[C@]4(C)C3CC[C@]2(C)[C@H]1O (stereo not given in full)	5	0.1	3	0	2	3	2	.	-3	-6
CC(=O)OC1C(O)C(C)OC(OC2C(OC(=O)C3CCC4C(C3)OC3(CC(OC(=O)/C=C/c5ccccc5)C(C)CO3)C43CO3)OC(C)C(O)C2OC(C)=O)C1O (stereo not given)	0	0.9	3	4	-4	3	1	2	3	0
COc1ccccc1NP1(=O)OCC(C)([N+](=O)[O-])CO1 (stereo not given)	0	-0.9	-5	-6	-1	1	-2	4	1	6
CCC1CN1P1(=O)OCC(C)([N+](=O)[O-])CO1 (stereo not given)	1	-0.4	0	-2	2	5	-1	-3	0	-1
CC1(C)C2([N+](=O)[O-])CNCC1([N+](=O)[O-])CNC2	3	-0.7	0	1	-2	-4	-3	1	1	-3
Oc1ccccc1C1NCc2ccccc2-n2cccc21 (stereo not given)	-15	-0.9	-2	9	2	0	1	-7	0	2
C/C(O)=C(\C#N)C(=O)Nc1cc(Br)ccc1Br	7	-2.3	-6	0	0	0	2	-11	8	-9
CC(=O)OC1N=C(c2ccccc2)c2cc(Br)ccc2NC1=O (stereo not given)	4	1.5	6	-3	-3	0	1	-5	-3	-1

The final two records of the section above are carried over, then new ones follow:
SMILES	TDP2 absorb	PG9 binder	TCR CD3 inh	NR1D1 modulator	LEDGF integ inh	SIAE primary	PRMT1 FP inh	HTRA1 inh	rCAG binder	ABHD4 inh
C/C(O)=C(\C#N)C(=O)Nc1cc(Br)ccc1Br	7	-2.3	-6	0	0	0	2	-11	8	-9
CC(=O)OC1N=C(c2ccccc2)c2cc(Br)ccc2NC1=O (stereo not given)	4	1.5	6	-3	-3	0	1	-5	-3	-1
Nc1ccccc1-[n+]1c(-c2ccccc2)cc(-c2ccccc2)cc1-c1ccccc1	-11	-2.5	3	-1	0	3	-9	-1	9	1
COC(=O)c1c(N)n(Cc2ccc(OC)cc2)c2nc3ccccc3nc12	9	1.6	-6	3	0	-6	2	-37	8	-17
COc1ccccc1N1CCN(Cc2cnc(-c3ccccc3)[nH]2)CC1	-3	-0.5	-4	-6	0	0	1	1	-4	0
CC(C)Oc1cccc(C(=O)C2CCCN(C3CCOCC3)C2)c1 (stereo not given)	-2	-1.4	-3	0	4	6	-3	1	-9	-1
CCC(=NCCc1ccccc1)c1c(O)[nH]c(=O)[nH]c1=O	-1	0.0	-3	-2	0	-3	2	3	0	4
O=[N+]([O-])c1ccc(C2C3C(c4ccccc4)=NC4(CCCCC4)N32)cc1 (stereo not given)	0	-4.5	2	1	-2	4	-3	4	-1	12
CC(=O)O[C@@]12CO[C@@H]1C[C@@H](O)[C@@]1(C)C(=O)[C@H](O)C3=C(C)[C@@H](OC(=O)[C@H](O)[C@@H](NC(=O)c4ccccc4)c4ccccc4)C[C@@](O)([C@@H](OC(=O)c4ccccc4)C12)C3(C)C (stereo not given in full)	1	0.1	-4	1	5	-7	8	-14	9	-10
CCN(CC)C(=O)c1ccc(N(Cc2ccccc2)S(C)(=O)=O)cc1	0	0.9	-5	-5	-1	12	2	4	-8	-2
COc1ccc(CCNC2(C#N)CCCCC2)cc1OC	-5	-0.7	7	6	3	-5	-4	-2	0	-2
Cc1nc2cc([N+](=O)[O-])ccc2c(=O)n1-c1ccc(Br)cc1	3	-1.1	-15	-9	5	-9	8	2	1	-12
CCCCCn1c(=O)c(C(=O)NCc2ccccn2)c(O)c2ccccc21	3	-2.4	3	5	-1	-1	-1	1	3	-5
O=C(O)CNC1c2ccccc2CSc2ccccc21 (stereo not given)	-11	-0.2	-1	6	1	-1	21*	.	3	3
COc1cccc(CCNCc2c(F)cccc2F)c1	10	1.1	7	7	3	2	-1	-8	1	7
COc1ccc(CCn2c(O)c(C=NCc3ccc4c(c3)OCO4)c(=O)[nH]c2=O)cc1OC	-1	-1.9	-1	-1	1	0	0	-4	5	7
CCCCn1c(O)c(/C=N/N2CCOCC2)c(=O)[nH]c1=S	11	-2.8	4	3	-1	19*	0	-3	0	-1
CCOc1cc(CNCCc2cccc(F)c2)ccc1OC	10	-0.3	-5	3	-1	1	-1	1	3	8
CC(C)c1ccc(-n2c(O)c(/C=N/N3CCOCC3)c(=O)[nH]c2=S)cc1	7	-2.4	1	-6	-2	25*	-3	-1	2	-11
CN(Cc1c[nH]c2ccccc12)C1CCCCC1	10	-0.5	11	1	0	11	2	-1	2	6
Clc1ccc(CSC(Cn2ccnc2)c2ccc(Cl)cc2Cl)cc1 (stereo not given)	-9	5.1	-1	8&-7	8	3	0	-41	2	-3
Cc1ccc(C(=O)N/C(=C\Cl)P(=O)(c2ccccc2)c2ccccc2)cc1	-3	-3.2	-1	1	1	-1	-2	-7	-5	3
Cc1cc(N2CCNC[C@@H]2C)ccc1N1CC[C@@H](O)C1	4	-0.7	5	-9	4	7	47*	.	5	20

Given with values under each structure: 16 of the compounds above
Results follow in this order: TDP2 absorb, PG9 binder, TCR CD3 inh, NR1D1 modulator, LEDGF integ inh, SIAE primary, PRMT1 FP inh, HTRA1 inh, rCAG binder, ABHD4 inh
> CC(C)Oc1cccc(C(=O)C2CCCN(C3CCOCC3)C2)c1 (stereo not given)
→ -2, -1.4, -3, 0, 4, 6, -3, 1, -9, -1
> CCC(=NCCc1ccccc1)c1c(O)[nH]c(=O)[nH]c1=O
→ -1, 0.0, -3, -2, 0, -3, 2, 3, 0, 4
> O=[N+]([O-])c1ccc(C2C3C(c4ccccc4)=NC4(CCCCC4)N32)cc1 (stereo not given)
→ 0, -4.5, 2, 1, -2, 4, -3, 4, -1, 12
> CC(=O)O[C@@]12CO[C@@H]1C[C@@H](O)[C@@]1(C)C(=O)[C@H](O)C3=C(C)[C@@H](OC(=O)[C@H](O)[C@@H](NC(=O)c4ccccc4)c4ccccc4)C[C@@](O)([C@@H](OC(=O)c4ccccc4)C12)C3(C)C (stereo not given in full)
→ 1, 0.1, -4, 1, 5, -7, 8, -14, 9, -10
> CCN(CC)C(=O)c1ccc(N(Cc2ccccc2)S(C)(=O)=O)cc1
→ 0, 0.9, -5, -5, -1, 12, 2, 4, -8, -2
> COc1ccc(CCNC2(C#N)CCCCC2)cc1OC
→ -5, -0.7, 7, 6, 3, -5, -4, -2, 0, -2
> Cc1nc2cc([N+](=O)[O-])ccc2c(=O)n1-c1ccc(Br)cc1
→ 3, -1.1, -15, -9, 5, -9, 8, 2, 1, -12
> CCCCCn1c(=O)c(C(=O)NCc2ccccn2)c(O)c2ccccc21
→ 3, -2.4, 3, 5, -1, -1, -1, 1, 3, -5
> O=C(O)CNC1c2ccccc2CSc2ccccc21 (stereo not given)
→ -11, -0.2, -1, 6, 1, -1, 21*, ., 3, 3
> COc1cccc(CCNCc2c(F)cccc2F)c1
→ 10, 1.1, 7, 7, 3, 2, -1, -8, 1, 7
> COc1ccc(CCn2c(O)c(C=NCc3ccc4c(c3)OCO4)c(=O)[nH]c2=O)cc1OC
→ -1, -1.9, -1, -1, 1, 0, 0, -4, 5, 7
> CCCCn1c(O)c(/C=N/N2CCOCC2)c(=O)[nH]c1=S
→ 11, -2.8, 4, 3, -1, 19*, 0, -3, 0, -1
> CCOc1cc(CNCCc2cccc(F)c2)ccc1OC
→ 10, -0.3, -5, 3, -1, 1, -1, 1, 3, 8
> CC(C)c1ccc(-n2c(O)c(/C=N/N3CCOCC3)c(=O)[nH]c2=S)cc1
→ 7, -2.4, 1, -6, -2, 25*, -3, -1, 2, -11
> CN(Cc1c[nH]c2ccccc12)C1CCCCC1
→ 10, -0.5, 11, 1, 0, 11, 2, -1, 2, 6
> Clc1ccc(CSC(Cn2ccnc2)c2ccc(Cl)cc2Cl)cc1 (stereo not given)
→ -9, 5.1, -1, 8&-7, 8, 3, 0, -41, 2, -3
